# MEKK3 PB1 HTS – modulators (inhibitors or enhancers) of MEK5 binding to human MEKK3 PB1 domain; bead-based flow cytometry, Alexa488-MEK5 binding to MEKK3; actives lie on both sides; 0 = blocked by unlabeled MEK5, 100 = vehicle; AID 1529; actives 1.4% (n = 290,000); binding response (% of control), % at 10 µM;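 active = binding response more than 3 SD above or below the average of its plate-row segment, actives on both sides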;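 note: Alexa488 bead fluorescence after subtracting the streptavidin-only scavenger bead signal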
# p-CIP stab down – p/CIP protein destabilization; AID 1984; Q05BA5; F442A p/CIP-EGFP cells, EGFP fluorescence, 16 h; actives 0.01% (n = 290,000); decrease of EGFP signal, % at 10 µM;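 active = EGFP signal decrease of at least 30% at 10 µM or well 3 SD below plate mean, unless failing retest; inactive = the rest, including hits failing retest or dose response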; note: some compounds called inactive have numbers as strong as hits; many of its hits are not listed in these tables
# PfM18AAP inh – blocks P. falciparum M18 aspartyl aminopeptidase. recombinant PfM18AAP, H-Glu-NHMec fluorogenic cleavage. inhibition, % at 7.35 µM. actives 1.2% (n = 290,000);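 active = inhibition above the campaign mean inhibition over all tested compounds plus 3 SD, cut at about 28% in these data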;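 note: 0% = plate median of test compound wells and 100% = 2 mM ZnCl2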
# IDE inh – inhibitors of human insulin-degrading enzyme in cells | P14735 | HEK cells, FAbetaB cleavage, fluorescence polarization | inhibition, % at 5.59 µM | actives 0.41% (n = 320,000) | AID 434962;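 active = percent inhibition above the average of all tested compounds plus 3 SD, set per screening campaign, cut at about 16% in these data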;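 note: IDE supplied by intact live HEK cells; FP after avidin binding of uncleaved biotin substrate so inhibition keeps polarization high; 0% = DMSO wells and 100% = 60 µM reference IDE inhibitor Ii1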
# Target sequence (P14735 whole entry, looked up): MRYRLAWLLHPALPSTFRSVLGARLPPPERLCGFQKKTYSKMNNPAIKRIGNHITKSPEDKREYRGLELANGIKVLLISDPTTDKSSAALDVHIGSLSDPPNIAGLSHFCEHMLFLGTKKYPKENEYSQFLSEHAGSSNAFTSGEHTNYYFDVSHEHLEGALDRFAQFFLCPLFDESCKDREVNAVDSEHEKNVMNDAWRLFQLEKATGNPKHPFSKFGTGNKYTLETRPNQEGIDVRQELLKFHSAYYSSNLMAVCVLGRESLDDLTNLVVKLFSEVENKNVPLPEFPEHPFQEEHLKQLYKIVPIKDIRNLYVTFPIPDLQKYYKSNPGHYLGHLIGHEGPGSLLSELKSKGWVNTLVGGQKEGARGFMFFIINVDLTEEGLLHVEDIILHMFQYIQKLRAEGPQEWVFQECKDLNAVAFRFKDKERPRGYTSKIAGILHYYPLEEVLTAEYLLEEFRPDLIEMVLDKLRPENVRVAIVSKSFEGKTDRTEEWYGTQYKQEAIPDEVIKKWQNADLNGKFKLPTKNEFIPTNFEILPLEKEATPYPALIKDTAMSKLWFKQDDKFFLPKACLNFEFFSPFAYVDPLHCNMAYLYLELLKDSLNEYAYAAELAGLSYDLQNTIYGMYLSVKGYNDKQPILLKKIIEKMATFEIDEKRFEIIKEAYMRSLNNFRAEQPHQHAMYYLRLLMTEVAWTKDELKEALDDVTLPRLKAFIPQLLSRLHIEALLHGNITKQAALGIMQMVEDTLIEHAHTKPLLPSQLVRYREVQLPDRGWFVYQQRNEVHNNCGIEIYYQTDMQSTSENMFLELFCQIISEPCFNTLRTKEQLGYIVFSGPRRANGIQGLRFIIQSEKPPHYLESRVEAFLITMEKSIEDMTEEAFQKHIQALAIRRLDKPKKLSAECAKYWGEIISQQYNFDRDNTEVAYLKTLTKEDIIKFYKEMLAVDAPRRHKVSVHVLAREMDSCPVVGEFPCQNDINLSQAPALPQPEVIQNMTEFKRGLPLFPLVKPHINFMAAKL
# NALP1 inh – NALP1 inhibition; S. cerevisiae NALP1/ASC/caspase-1 growth, X-gal OD620, 72 h; inhibition, % at 10 µM; actives 0.61% (n = 280,000); in the data active = inhibition mostly above about 24%, no sharp cut-off; inactive = mostly below about 32%; note: some compounds called inactive have numbers as strong as hits
# MEKK2 mut-MEK5 – signal of MEK5 binding to mutant human MEKK2 PB1 domain; percent response, % at 10 µM; actives 0.35% (n = 290,000); bead flow cytometry, Alexa488-MEK5 binding to MEKK2 mutant; in the data active = percent response above about 24%, passing the limit was not always enough; note: inactives centre near 1; some results filed as inactive read as strong as hits; reference of the scale not given here
# IDE cell activ – boosts human insulin-degrading enzyme activity in HEK cells. P14735. FAbeta-B cleavage, fluorescence polarization; 0% vehicle, 100% cell-free pure enzyme wells. activation, % at 5.96 µM. actives 0.073% (n = 340,000). AID 493087;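 active = activation above the mean of all tested compounds plus 3 SD, set per screening campaign, cut at about 17% in these data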
# SUMO HTRF inh – blocks human SUMOylation mediated by UBC9 | P63279 | HTRF SUMOylation assay, SAE1/SAE2 + UBC9, in vitro | inhibition, % at 35 µM | actives 0.36% (n = 290,000) | AID 2006; in the data active = inhibition above about 50%, passing the limit was not always enough; note: strong numbers were not always called active
# MEKK2 WT-MEK5 – raises or lowers MEK5 binding to wildtype human MEKK2 PB1 domain. Q9Y2U5. binding response (% of control), % at 10 µM. actives 1.1% (n = 290,000). bead flow cytometry, Alexa488-MEK5 binding to MEKK2 WT; actives lie on both sides; in the data active = binding response below about 67% or above about 130%
# Numbers without * were called inactive; . = not tested or not shown; [ ] = dose if it differs, or a comment. This is a subset, so the mix of outcomes need not match the whole.
SMILES,MEKK3 PB1 HTS,p-CIP stab down,PfM18AAP inh,IDE inh,NALP1 inh,MEKK2 mut-MEK5,IDE cell activ,SUMO HTRF inh,MEKK2 WT-MEK5
COC(=O)C1=C(NC(=O)c2ccccc2C)CCS1,46*[inhibitor],-2,-8,-2,9,-15,4,7,54
CS(=O)(=O)c1ccc(-c2cn3cc(C(=O)O)ccc3n2)cc1,95,11,0,1,4,-5,7,29,97
CCOc1cc(/C=C(/C#N)C(=O)Nc2ccc(OC)cc2)ccc1OCc1ccc(C(=O)O)cc1,103,-7,3,0,5,3,6,8,105
Cc1ccc(S(=O)(=O)/N=C(/Nc2ccc(F)cc2F)c2ccc(F)cc2)cc1,93,-3,-3,-2,32,-7,6,5,96
CCOc1ccccc1CN1CCN(C2CCOCC2)CC1CCO (stereo not drawn),105,-8,2,2,18,-4,0,12,102
COc1ccc(-c2nc(C(=O)O)cs2)cc1OC,109,-3,-11,1,-4,-1,0,-2,103
Oc1ccc(-c2ccccc2)cc1CN1CCCCCC1,102,12,7,2,14,6,6,-1,110
COc1cccc(CN2CC(C(=O)NCCOc3ccccc3F)CCC2=O)c1 (stereo not drawn),92,-11,4,4,-4,-2,-2,6,93
COc1cc(/C=N/N2CCN(Cc3ccc(Cl)cc3)CC2)ccc1OC(C)=O,101,-2,5,2,5,5,0,-8,102
Cc1nnsc1-c1nnc(SCC(=O)c2ccc(C#N)cc2)n1C1CC1,96,3,-4,3,10,-4,2,10,99
CCOC(=O)c1cccnc1SCC(=O)Nc1ccc(C)cc1,88,-15,-6,-3,-2,-13,4,6,83
C=CCn1cccc(C(=O)Nc2cc(OC)cc(OC)c2)c1=O,115,5,-1,0,4,-1,-2,8,106
CCn1c(SCC(=O)N2CCCCC2C)nnc1-c1ccco1 (stereo not drawn),101,6,-8,1,18,2,6,-9,96
COc1cccc(-c2cc(=O)c3cc(NC(=O)c4ccc(N(C)C)cc4)ccc3[nH]2)c1,108,-19,-3,1,9,6,.,6,94
Cc1cc(N=Nc2ccc(Cl)cc2)cc(CN2CCOCC2)c1O,103,-6,0,1,0,4,6,0,104
Cc1c(NC(=O)c2cnn3cccnc23)c(=O)n(-c2ccccc2)n1C,101,-8,4,5,2,0,11,2,99
CC(C)(C)c1ccc(S(=O)(=O)Nc2ccc(C(=O)N3CCCC3)cc2)cc1,106,-13,-5,.,10,2,4,9,106
CCOCC(=O)OCC(=O)NC12CC3CC(CC(C3)C1)C2,94,-1,4,-1,2,-3,-2,3,98
COc1ccc(Cn2ccnc2SCC(=O)NC2CCCCC2)cc1,98,11,-1,-1,15,-1,0,7,101
Cc1cccc(C)c1OCc1cc(C(=O)N2CCNC(=O)C2)no1,101,-5,-4,2,27,4,-6,24,106
Cc1ccc(C(=O)SC2=NCCS2)cc1,91,0,-9,-4,-2,2,0,4,99
COc1ccc(C2=NOC(C(=O)N3CCN(C(=O)c4ccco4)CC3)C2)cc1OC (stereo not drawn),100,8,-3,7,14,-11,1,0,96
CCCn1cc(CN2CCC(C(=O)Nc3cccc(-c4cscn4)c3)CC2)c(C)n1,93,8,-10,2,18,-7,6,3,107
NS(=O)(=O)c1ccc(NC(=O)/C=C/c2cn(-c3ccccc3)nc2-c2cccc(Cl)c2)cc1,102,1,3,-2,7,0,-2,34,93
CCn1cc(C(=O)NN)c(=O)c2cc(F)c(NC3CCCCC3)cc21,100,-5,7,.,-8,0,2,19,99
# Next section.
SMILES,MEKK3 PB1 HTS,p-CIP stab down,PfM18AAP inh,IDE inh,NALP1 inh,MEKK2 mut-MEK5,IDE cell activ,SUMO HTRF inh,MEKK2 WT-MEK5
CCN(CC)S(=O)(=O)c1cc(-c2nnc(-c3ccc(Br)cc3)o2)ccc1Br,111,-3,3,9,2,-2,2,-1,97
CN(C)S(=O)(=O)c1ccc(C(=O)NCc2ccco2)cc1,108,-9,11,1,-1,-11,-1,11,94
COc1ccc(NC(=O)CC2COc3ccccc3O2)c(OC)c1 (stereo not drawn),100,-6,-1,-3,5,5,2,-3,101
COc1ccccc1Nc1nc(-c2c(C)[nH]c3ccccc23)cs1,102,-9,2,7,21,3,-4,-3,101
CC(C)CCn1c(=O)c2ccccc2n2c(CN3CCCC3)nnc12,109,2,-3,1,7,-2,2,19,106
C=CCN(C(=O)CNS(=O)(=O)c1ccccc1)C(C(=O)NCCOC)c1ccncc1 (stereo not drawn),96,-4,8,5,6,-1,3,16,97
COc1ccc(OC)c(-n2cc3c(=O)n(C)c(=O)n(C)c3c2)c1,99,-12,13,4,6,-3,4,26,98
CCOc1ccccc1NC(=O)CCC(=O)O,96,-9,-7,1,-1,2,-3,12,96
CC(C)(C)[C@@H]1C=C(C(=O)Nc2ccccc2)O[C@H](OCc2ccc(CO)cc2)C1,87,13,2,-1,-4,-14,4,-8,81
CN=C1S/C(=C\c2cn(C(C)=O)nc2-c2ccccc2)C(=O)N1C,99,.,5,.,.,0,.,.,99
O=c1[nH]c(Cc2ccccc2Cl)nc2ccccc12,99,4,1,5,12,-4,2,8,97
Cc1c(C(=O)N2CCOCC2)sc(NC(=O)c2ccc([N+](=O)[O-])cc2)c1C#N,103,-3,3,0,15,3,5,-14,100
CC(C)CCNC(=O)c1ccc(OC2CCN(S(=O)(=O)N(C)C)CC2)cc1,98,-5,-12,2,-4,-5,7,-13,93
COC(=O)COc1cc(=O)oc2ccc(NS(=O)(=O)c3ccccc3)cc12,103,-5,-2,5,19,1,-1,-12,101
COc1ccc(NC(=O)c2ccc(-n3cncn3)c([N+](=O)[O-])c2)cc1,105,-5,6,2,3,2,2,-11,104
CCc1nc(C)ccc1OCC(=O)N1CCc2c([nH]c3ccccc23)C1c1ccccn1 (stereo not drawn),98,-15,8,0,2,-15,0,10,90
CC(C)C(=O)N1CCC(CN=CC2=C(O)CC(C)(C)CC2=O)CC1,104,-1,-11,-9,6,1,-1,-20,97
CC(C)OCCCNC(=O)C1CC(=O)N(CCc2ccc(F)cc2)C1 (stereo not drawn),108,-7,-2,1,-23,17,2,18,109
COc1ccc(CNc2nc3c(c(=O)n(Cc4ccc(F)cc4)c(=O)n3C)n2C)cc1,97,-10,-18,3,4,-4,-7,4,95
O=C1COc2ccc(S(=O)(=O)NCc3ccccc3)cc2N1,102,-10,2,1,30,2,5,-6,106
O=C(N/N=C/c1ccncc1)c1ccc(COc2cccc3cccnc23)cc1,101,-5,5,4,28,-6,2,4,100
O=C(CCn1c(=O)[nH]c2ccccc2c1=O)N1CCN(c2cccc(C(F)(F)F)c2)CC1,89,-4,-2,3,-31,-6,-6,28,88
CCN(CC)c1ccc(/C=N/Nc2ccccc2)c(O)c1,106,-9,20,-1,14,13,-3,36,136*
Cc1nnc(N/N=C/c2ccc(-c3ccccc3F)o2)n1N,100,-11,52*,3,-13,-6,1,21,94
Cc1cc(C)cc(C(=O)NC2CC(C)(C)NC(C)(C)C2)c1,106,-14,-3,0,-16,2,-2,4,111
# Remaining list, next part:
SMILES,MEKK3 PB1 HTS,p-CIP stab down,PfM18AAP inh,IDE inh,NALP1 inh,MEKK2 mut-MEK5,IDE cell activ,SUMO HTRF inh,MEKK2 WT-MEK5
O=C(CSc1nncc2ccccc12)Nc1ccc(C(=O)O)cc1,99,3,-11,4,-27,-1,5,1,101
CCN(CC)CCCNC(=O)c1oc2ccc3c(c2c1C)C(O)CC(C)(C)O3 (stereo not drawn),112,-11,1,.,13,14,5,14,111
COc1ccc(CNC(=O)c2cc3c(=O)n4ccccc4nc3n(Cc3cccnc3)c2=N)cc1,88,-4,4,6,12,4,6,6,104
O=C(CCl)N1CCN2C(=O)c3ccccc3C12c1ccc(Cl)cc1 (stereo not drawn),103,2,2,-3,-12,4,1,-16,106
Cc1cc(NC(=O)Cn2nc(C(F)(F)F)c3c2CCC3)no1,99,-16,-3,4,3,-1,2,4,102
O=C(Nc1ccc(C(=O)N2CCOCC2)cc1)c1cc(-c2cccnc2)nc2ccc(Cl)cc12,107,-3,7,3,12,4,5,11,105
COc1cccc(CC2(CO)CCCN(Cc3c(C)cc(C)cc3-n3cccn3)C2)c1 (stereo not drawn),102,4,-1,1,-2,7,0,-12,111
COc1ccc(-c2nc3n(n2)C(c2ccncc2)C(C(N)=O)=C(C)N3)cc1 (stereo not drawn),.,3,-7,2,-8,.,6,-11,.
O=C(Nc1nc2ccc(F)cc2s1)c1ccccn1,98,-4,6,5,-5,-9,.,-26,90
COc1ccc2c(c1)CC/C(=C/c1ccncc1)C2=O,97,-10,2,0,37,0,4,14,97
CCN(CC)CCNC(=O)CCc1nn(C)c(=O)c2ccccc12,.,-9,3,-2,0,.,5,-8,.
Cc1ccc(OCCn2cc(Br)c(=O)[nH]c2=O)cc1,118,-18,1,3,-16,6,6,-5,118
COc1ccc(C(C(=O)NC2CCCC2)N(Cc2cccnc2)C(=O)Cc2cccs2)cc1OC (stereo not drawn),101,-2,-3,-1,34,-7,6,-3,94
O=c1sc2ccccc2n1Cc1ccccc1,97,-1,-3,2,0,-6,1,6,99
COC(=O)c1cn(NC(=O)c2ccc(OC)c([N+](=O)[O-])c2)c(=O)c2ccccc12,110,-16,-8,-4,-10,5,1,14,92
CC1=NN(Cc2ccccc2)C(=O)/C1=C/c1ccc(N(C)C)cc1,118,-17,13,2,-12,10,3,4,109
Cc1ccc(NC(=O)C(=O)NCc2ccccn2)cc1,91,9,-2,4,-8,-11,3,1,78
Nc1nccnc1C(=O)N/N=C/c1ccco1,103,1,8,5,.,-1,6,19,107
O=C(CSc1nnc(-c2ccc(F)cc2)o1)Nc1ccccc1N1CCOCC1,98,.,8,3,.,9,7,.,98
O=C(/C=C\c1ccc2c(c1)OCO2)Nc1c2c(nn1-c1ccc(Cl)cc1)CSC2,115,6,3,-1,14,-3,-5,3,99
O=C(Nc1cccc2c1CCCC2)c1ccncc1,109,-6,-4,0,13,6,8,13,110
C=C(C)c1cccc(C(C)(C)NC(=O)Nc2ccc(C(N)=O)cc2)c1,98,-10,0,1,3,1,1,7,90
CCOC(=O)Cc1csc(NC(=O)c2cccc([N+](=O)[O-])c2)n1,105,9,0,4,22,5,4,2,105
COC(=O)Cc1c(C)nc2nc(NCc3cccc([N+](=O)[O-])c3)[nH]n2c1=O,89,-10,-4,4,1,-5,0,22,95
Cc1ccc(S(=O)(=O)N2CCCC2)cc1C(=O)N1CCC(C)CC1,100,-4,-13,-1,21,-4,-1,12,99

# A few values from the entries so far:
# For MEKK2 WT-MEK5, Cc1ccc(S(=O)(=O)N2CCCC2)cc1C(=O)N1CCC(C)CC1 reads 99
# For NALP1 inh, O=C(CSc1nncc2ccccc12)Nc1ccc(C(=O)O)cc1 reads -27

# Continuation:
SMILES,MEKK3 PB1 HTS,p-CIP stab down,PfM18AAP inh,IDE inh,NALP1 inh,MEKK2 mut-MEK5,IDE cell activ,SUMO HTRF inh,MEKK2 WT-MEK5
CCC(=O)N1CCN(c2ccc(NC(=O)c3ccc(Br)o3)cc2)CC1,96,-4,-3,5,15,-2,0,3,94
COc1ccc(OC)c(NC(=O)C(=O)NCCC2=CCCCC2)c1,99,-3,-3,2,20,-3,1,-24,97
Fc1ccc(CN2CCCN(Cc3nc(-c4ccc5c(c4)OCO5)no3)CC2)cc1,94,0,2,0,3,-9,4,-2,92
Brc1[nH]nc2ccccc12,.,4,-6,4,4,.,-10,6,.
CC(C)(O)c1nnn(-c2ccccc2)c1C(F)(F)F,105,-2,1,-4,18,3,9,-18,109
CC(C)(C)NC(=O)COC(=O)c1ccc(NC(=O)CC#N)cc1,102,-2,5,10,10,1,1,7,101
CC(=O)n1c(-c2ccccc2)c(CO)c2ccccc21,100,-13,0,6,9,-1,0,21,95
Cc1cc2cc(C#N)c(SCC(=O)Nc3nonc3C)nc2cc1C,92,-5,-8,2,20,-12,9,-8,81
